# Screens as filed in PubChem BioAssay.
# CRFR2-BP ag = CRF-BP/CRF-R2 complex agonism; actives 0.46% (n = 350,000); activation, % at 13.2 µM; HEK293 CRF-R2/CRF-BP, calcium dye fluorescence (FLIPR); percent of saturating CRF peptide response;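 active = activation of at least 50%, plus an integration ratio under a set limit after plate pattern correction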;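 note: plate controls were neutral control wells without compound for no effect and CRF at EC100 for full effect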
# MEKK3 PB1 HTS = MEKK3-MEK5 PB1 interaction, increase or decrease; AID 1529; actives 1.4% (n = 290,000); binding response (% of control), % at 10 µM; bead-based flow cytometry, Alexa488-MEK5 binding to MEKK3; actives lie on both sides; 0 = blocked by unlabeled MEK5, 100 = vehicle;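 active = binding response more than 3 SD above or below the average of its plate-row segment, actives on both sides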;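 note: Alexa488 bead fluorescence after subtracting the streptavidin-only scavenger bead signal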
# Target sequence (Q99759 whole entry, looked up): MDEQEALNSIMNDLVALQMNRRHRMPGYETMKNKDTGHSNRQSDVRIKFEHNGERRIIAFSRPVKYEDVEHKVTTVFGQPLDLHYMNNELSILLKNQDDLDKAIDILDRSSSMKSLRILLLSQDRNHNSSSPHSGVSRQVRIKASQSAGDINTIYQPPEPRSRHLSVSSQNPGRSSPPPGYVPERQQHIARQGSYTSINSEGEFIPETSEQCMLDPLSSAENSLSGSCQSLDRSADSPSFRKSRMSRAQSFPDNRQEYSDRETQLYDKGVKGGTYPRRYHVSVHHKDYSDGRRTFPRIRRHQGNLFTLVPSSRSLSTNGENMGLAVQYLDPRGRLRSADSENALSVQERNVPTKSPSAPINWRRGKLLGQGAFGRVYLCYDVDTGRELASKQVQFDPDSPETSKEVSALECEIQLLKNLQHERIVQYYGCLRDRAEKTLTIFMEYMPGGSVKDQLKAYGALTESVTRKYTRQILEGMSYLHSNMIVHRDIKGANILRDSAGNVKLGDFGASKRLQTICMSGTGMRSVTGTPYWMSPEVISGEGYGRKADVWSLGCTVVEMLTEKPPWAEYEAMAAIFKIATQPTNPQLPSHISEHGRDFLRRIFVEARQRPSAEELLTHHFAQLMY
# UBC9 SUMO inh = blocks human SUMOylation mediated by UBC9; actives 0.36% (n = 290,000); AID 2006; inhibition, % at 35 µM; HTRF SUMOylation assay, SAE1/SAE2 + UBC9, in vitro; P63279; in the data active = inhibition above about 50%, passing the limit was not always enough; note: strong numbers were not always called active
# HCV NS3 hel inh = inhibitors of Hepatitis C virus NS3 helicase; NS3 helicase DNA unwinding, Cy5 molecular beacon fluorescence; actives 0.56% (n = 290,000); inhibition, % at 10.9 µM;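 active = inhibition above the mean of all tested compounds plus 3 SD, set per campaign, cut at about 35% in these data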;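 note: 0% = DMSO wells and 100% = thioflavine S control wells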
#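 assay system = NS3 helicase fragment of HCV | buffer or medium = MOPS pH 6.5, MgCl2, DTT, Tween20, BSA | timing = 60 min unwinding reaction at 25 °C after ATP addition | signal = Cy5 beacon fluorescence read at start and 1 h | read-out basis = % inhibition of unwinding | control set = low DMSO, high thioflavine S at 110 µM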
# DNA FID counter = displaces DNA intercalator in HCV helicase counter-screen; inhibition, % at 7.9 µM; AID 1845; actives 0.17% (n = 290,000); DNA fluorescent intercalator displacement, fluorescence; in the data active = inhibition above about 37%;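 note: 0% = vehicle and 100% = reference compound; higher means more ethidium bromide displaced from hairpin DNA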
# CRFBP-R2 block = CRF-BP/CRF-R2 complex antagonism; HEK293 CRF-R2/CRF-BP, CRF-induced calcium fluorescence; AID 588475; inhibition, % at 11.8 µM; actives 0.59% (n = 350,000);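 active = inhibition of the ligand-induced calcium signal above about 50% at the single tested concentration, limit read from the data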
# MEKK2wt PB1 HTS = raises or lowers MEK5 binding to wildtype human MEKK2 PB1 domain. Q9Y2U5. bead flow cytometry, Alexa488-MEK5 binding to MEKK2 WT; actives lie on both sides. binding response (% of control), % at 10 µM. actives 1.1% (n = 290,000). AID 1531; in the data active = binding response below about 67% or above about 130%
# GalR3 antagonist = blocks the human galanin receptor 3. actives 0.44% (n = 360,000). AID 651719. HEK293 GalR3-CNG cAMP membrane potential fluorescence; galR3 body fused to GalR1 C-terminus. inhibition, % at 3 µM;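 active = inhibition above the screen-wide average plus 3 SD, cut at about 13% in these data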;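 note: forskolin and galanin both at EC90 stimulate the cells; cAMP rise reported by CNG channel membrane potential dye signal; 0% = forskolin plus galanin with DMSO and 100% = forskolin alone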
# Target sequence (O60755 1-299 limits assumed): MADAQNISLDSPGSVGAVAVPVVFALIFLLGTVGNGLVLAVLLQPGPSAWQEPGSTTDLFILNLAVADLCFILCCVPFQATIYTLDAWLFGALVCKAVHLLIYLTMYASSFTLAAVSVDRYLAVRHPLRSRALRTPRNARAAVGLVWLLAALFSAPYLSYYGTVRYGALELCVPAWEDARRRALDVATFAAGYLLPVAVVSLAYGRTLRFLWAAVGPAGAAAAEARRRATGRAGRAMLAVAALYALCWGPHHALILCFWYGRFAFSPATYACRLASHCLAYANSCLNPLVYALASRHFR
# MEKK2 mut-MEK5 = signal of MEK5 binding to mutant human MEKK2 PB1 domain | bead flow cytometry, Alexa488-MEK5 binding to MEKK2 mutant | percent response, % at 10 µM | actives 0.35% (n = 290,000); in the data active = percent response above about 24%, passing the limit was not always enough; note: inactives centre near 1; some results filed as inactive read as strong as hits
# The depositor's hits bear a star; / = not tested or not shown. The list is partial; count on the stated rates, not on these rows.
SMILES,CRFR2-BP ag,MEKK3 PB1 HTS,UBC9 SUMO inh,HCV NS3 hel inh,DNA FID counter,CRFBP-R2 block,MEKK2wt PB1 HTS,GalR3 antagonist,MEKK2 mut-MEK5
CC(=O)c1cccc(NS(=O)(=O)c2ccc(N/C=C/C(=O)c3ccc(F)cc3)cc2)c1,-0.2,121,-20,-4,-5,20,112,-14,1
COc1cccc(C(=O)Nc2sc3c(c2C#N)CCN(C(C)=O)C3)c1,1.0,110,-7,15,-25,8,109,-6,-1
Cc1ccc(Nc2ncnc(-n3cccc3)n2)cc1Cl,3.9,104,19,-1,-6,-9,105,2,8
Cc1nc(S(=O)(=O)NC2CCCCC2)c(C#N)c(C)c1Cl,-0.1,/,-6,-1,-8,-10,/,-2,/
O=C(CCc1ccccc1)Nc1cc(C(F)(F)F)ccc1Cl,1.9,99,-10,-1,-4,6,103,-6,3
CCC(C)Sc1nnc(Cc2cc(=O)[nH]c(=O)[nH]2)n1-c1ccc(OC)cc1 (centres undefined),-0.6,108,-4,5,-13,8,110,-1,3
CC1CCN(S(=O)(=O)Cc2ccccc2Cl)CC1,-2.1,108,-13,1,-8,-10,103,0,8
NC(=O)c1ccc[n+](CC(=O)Nc2ccccc2C(=O)O)c1,0.8,106,19,-7,-2,3,107,-10,14
COc1ccc(-c2nc(C)ncc2-c2csc(C)n2)c(O)c1,-0.6,103,-1,2,-12,-7,103,0,7
COc1cc(CNC2CCCC2)cc(Cl)c1OCc1ccc(F)cc1,-0.4,98,-15,-68,26,-56,126,-7,25*
O=C1OC(NCc2cccnc2)(c2ccc(Cl)cc2)c2ccccc21 (centres undefined),-3.4,102,3,-2,-3,-2,93,2,-8
COc1cccc(CN(C)C(=O)c2ccc(Oc3ccccc3)cc2)c1OC,0.1,102,-3,-11,-39,11,103,-6,6
O=C(Nc1cccnc1)c1ccccc1-c1ccccc1,-1.5,95,-8,2,1,-13,91,1,-8
CC(C)C[C@H](NC(=O)C1CC(=O)N(c2ccc(F)cc2)C1)C(=O)N1CCCCC1 (some centres undefined),-0.3,100,19,-1,-28,-7,98,6,3
Cc1ccccc1-c1nnnn1C1CCS(=O)(=O)C1 (centres undefined),-2.4,93,11,-9,3,10,91,-4,-10
CO/N=C/C(=N\Nc1ccc(OC)cc1)C(=O)c1ccc(F)cc1,-0.8,99,12,0,-4,7,98,-4,-6
CCCCNc1nc2c(c(=O)[nH]c(=O)n2C)n1CCOc1ccccc1,-10.0,102,12,5,-10,-44,107,5,2
CC(C)CNC(=O)NC(=O)CSc1nc2ccccc2n1CC(C)C,0.4,102,-2,-1,-36,-5,101,4,1
CCN(CC)S(=O)(=O)c1cc(NS(=O)(=O)c2ccc(Cl)c(C(=O)O)c2)ccc1C,-0.7,100,10,-1,-28,27,100,-1,5
O=C(Nc1ccncc1)Nc1ccc(Br)cc1Cl,0.3,100,5,-15,14,15,104,-1,-3
CC(NC(=O)c1cc2cc([N+](=O)[O-])ccc2oc1=O)C1CCCO1 (centres undefined),-1.0,109,9,6,-2,29,106,3,3
CCc1ccc(OCC(=O)NC(=S)Nc2ccc(C(=O)O)cc2)cc1,0.1,96,-2,9,0,-9,95,-2,-11
CCCCCOC(=O)c1cc(=O)[nH]c2ccccc12,0.6,97,14,-4,-10,-3,96,-1,-2
Cn1ncc2c(NNC(=O)Cc3cccc4ccccc34)ncnc21,-1.5,97,7,-5,-2,-9,96,-4,-2

# Given with two lines to a compound: 14 of the compounds above.
# Values in the order: CRFR2-BP ag	MEKK3 PB1 HTS	UBC9 SUMO inh	HCV NS3 hel inh	DNA FID counter	CRFBP-R2 block	MEKK2wt PB1 HTS	GalR3 antagonist	MEKK2 mut-MEK5
O=C1OC(NCc2cccnc2)(c2ccc(Cl)cc2)c2ccccc21 (centres undefined)
 : -3.4	102	3	-2	-3	-2	93	2	-8
COc1cccc(CN(C)C(=O)c2ccc(Oc3ccccc3)cc2)c1OC
 : 0.1	102	-3	-11	-39	11	103	-6	6
O=C(Nc1cccnc1)c1ccccc1-c1ccccc1
 : -1.5	95	-8	2	1	-13	91	1	-8
CC(C)C[C@H](NC(=O)C1CC(=O)N(c2ccc(F)cc2)C1)C(=O)N1CCCCC1 (some centres undefined)
 : -0.3	100	19	-1	-28	-7	98	6	3
Cc1ccccc1-c1nnnn1C1CCS(=O)(=O)C1 (centres undefined)
 : -2.4	93	11	-9	3	10	91	-4	-10
CO/N=C/C(=N\Nc1ccc(OC)cc1)C(=O)c1ccc(F)cc1
 : -0.8	99	12	0	-4	7	98	-4	-6
CCCCNc1nc2c(c(=O)[nH]c(=O)n2C)n1CCOc1ccccc1
 : -10.0	102	12	5	-10	-44	107	5	2
CC(C)CNC(=O)NC(=O)CSc1nc2ccccc2n1CC(C)C
 : 0.4	102	-2	-1	-36	-5	101	4	1
CCN(CC)S(=O)(=O)c1cc(NS(=O)(=O)c2ccc(Cl)c(C(=O)O)c2)ccc1C
 : -0.7	100	10	-1	-28	27	100	-1	5
O=C(Nc1ccncc1)Nc1ccc(Br)cc1Cl
 : 0.3	100	5	-15	14	15	104	-1	-3
CC(NC(=O)c1cc2cc([N+](=O)[O-])ccc2oc1=O)C1CCCO1 (centres undefined)
 : -1.0	109	9	6	-2	29	106	3	3
CCc1ccc(OCC(=O)NC(=S)Nc2ccc(C(=O)O)cc2)cc1
 : 0.1	96	-2	9	0	-9	95	-2	-11
CCCCCOC(=O)c1cc(=O)[nH]c2ccccc12
 : 0.6	97	14	-4	-10	-3	96	-1	-2
Cn1ncc2c(NNC(=O)Cc3cccc4ccccc34)ncnc21
 : -1.5	97	7	-5	-2	-9	96	-4	-2

# (listing goes on)
SMILES,CRFR2-BP ag,MEKK3 PB1 HTS,UBC9 SUMO inh,HCV NS3 hel inh,DNA FID counter,CRFBP-R2 block,MEKK2wt PB1 HTS,GalR3 antagonist,MEKK2 mut-MEK5
CC1=C(C(=O)OCC2CCCO2)C(c2ccccc2Cl)NC(=O)N1 (centres undefined),-1.2,97,-27,2,-9,9,94,-3,3
CC(=O)c1c(C)[nH]c(C(=O)CSc2nc3ccccc3n2C)c1C,-0.7,98,29,18,-6,1,100,-7,4
O=C(COC(=O)c1ccccc1N1C(=O)C2C3CCC(C3)C2C1=O)c1ccccc1 (centres undefined),0.2,95,2,1,-20,2,97,0,-2
C=CCNC(=O)C1CCN(S(C)(=O)=O)CC1,2.1,93,8,4,1,-6,93,-3,-4
CCN(CC)S(=O)(=O)c1ccc2nc(NC(=O)c3cccs3)sc2c1,0.9,101,31,-26,-3,24,103,-3,2
O=C(COC(=O)Cn1cnc2ccccc21)Nc1ccc2c(c1)C(=O)c1ccccc1C2=O,-2.1,94,17,11,4,-9,85,-5,-2
Cc1ccc(C=Nc2ccccc2C#N)s1,-3.5,101,-4,8,0,0,99,0,3
Cc1ccc(C(=O)N(CC#N)CC#N)cc1C,-0.9,100,0,1,7,10,94,-1,-3
CCOC(=O)CC1COCCN1C(=O)c1cc(COc2ccc(F)cc2Cl)on1 (centres undefined),-2.1,99,-7,9,-41,11,103,-1,2
N=C1S/C(=C\c2ccc(-c3cccc(Cl)c3)o2)C(=O)N1c1nccs1,2.9,100,13,15,-6,2,98,1,10
Cc1cnc(C(=O)OCC(=O)c2cc(C)n(C)c2C)cn1,-1.6,103,1,6,-2,11,101,-1,1
c1ccc(Cc2nnc3sc(-c4ccncc4)nn23)cc1,-0.5,100,6,4,0,10,100,-5,2
Cn1c(=O)cc(SCC(=O)N2CCOCC2)c2ccc(Cl)cc21,0.0,98,0,-3,-6,11,100,-5,2
Cc1c(C(=O)OCC2CCCO2)[nH]c2c1C(=O)CC(c1ccc(N(C)C)cc1)C2 (centres undefined),-2.3,100,-8,-10,-7,-2,98,5,0
Cc1ccc(C(c2nnnn2C(C)(C)C)N2CCN(C3CCCC3)CC2)cc1 (centres undefined),-1.3,106,14,-3,6,2,106,-3,8
CCOc1ccc(NC(=O)CNC(=O)c2nn(-c3ccc(OC)c(OC)c3)c(=O)c3ccccc23)cc1,-1.6,97,-44,6,-33,-1,95,-2,-3
COc1ccc(-n2c(Cc3cccn3C)nnc2SCC(=O)Nc2ccc(F)cc2)cc1,-0.5,94,5,8,-31,-15,91,6,-2
COc1ccc(/C=N/NC(=O)c2cc(-c3ccccc3)nc3ccccc23)cc1O,-6.6,106,2,-20,-18,18,106,-8,2
C/C(=N\NC(=O)c1nnn(-c2nonc2N)c1CN(C)c1ccccc1)c1ccccn1,-0.8,102,-42,-14,-31,-12,97,/,0
COc1cccc(N2CCN(C3CC(=O)N(c4ccc(C)c(Cl)c4)C3=O)CC2)c1 (centres undefined),-1.2,90,-1,0,-50,-8,98,/,-5
CCOc1cc2c(C)cc(=O)oc2cc1Cl,-2.0,108,28,4,0,8,106,-1,1
CCCCCCc1cc2cc(C(=O)NCc3ccccc3)c(=N)oc2cc1O,175*,108,-15,12,-4,-109,107,-6,3
Cc1ccc(N=C2C(=O)Nc3ccccc32)cc1C,4.7,103,-4,16,-12,-8,98,-7,0
COC(=O)C1=C(Nc2ccccc2NC(=O)CCCC(=O)O)CSC1,1.8,88,4,-1,-9,-3,93,-3,-9
Cc1cc2ccccn2c1C(=O)c1ccc(Cl)c([N+](=O)[O-])c1,-1.9,113,6,11,0,-14,104,-8,3
Cc1cccc(/C(N)=N/OC(=O)CCCN2C(=O)c3ccccc3C2=O)c1,2.0,106,3,3,-18,17,104,-2,4
O=C(Nc1ccccc1[N+](=O)[O-])c1cc(S(=O)(=O)N2CCOCC2)cs1,1.8,100,10,8,-2,11,102,-1,3
CC1CN(C)C(C)C/C1=N\Oc1ccc([N+](=O)[O-])cc1 (centres undefined),-0.6,99,2,5,14,3,91,-5,-8
Oc1ccc(/C=N/N2CCN(C3c4ccccc4-c4ccccc43)CC2)cc1,1.4,92,-14,-7,-10,-9,94,2,-11
CCOc1cccc(OCCCOc2ccccc2)c1,-1.2,98,-8,-4,-1,4,97,0,-3
CCCC(=O)Nc1ccc(Oc2ccc(NC(=O)CCC)cc2)cc1,-0.7,93,3,7,-1,-3,105,1,5
COc1ccc(OC)c(C(c2c(C)[nH][nH]c2=O)c2c(C)[nH][nH]c2=O)c1,2.5,106,4,-8,-7,-3,106,-6,3
O=C(NCCCl)Nc1ccc(Cl)c([N+](=O)[O-])c1,9.0,99,-3,1,11,27,92,-5,-7
CCS(=O)(=O)Nc1ccc2c(c1)N(C(C)=O)c1ccccc1CC2,0.3,101,2,0,-8,7,100,-4,5
Cc1ccc(OCC(=O)Nc2ccc(N3CCOCC3)cc2)c([N+](=O)[O-])n1,0.7,99,12,3,0,-8,94,-3,-5
CC(C)N(Cc1ccc(F)cc1)C(=O)c1cc2ccccc2oc1=O,/,90,20,-5,-25,/,94,-10,-3
